Assay outcomes: PubChem BioAssay, Sanford-Burnham Center for Chemical Genomics
mIAP inh = inhibitors of mouse IAP, primary screen, biochemical, luminescence, uHTS; intestinal alkaline phosphatase [Mus musculus]; actives 0.2% (n = 330,000); purified mouse IAP, CDP-Star luminescence, 30 min; AID 2806, 2010; inhibition, % at 10 µM;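 active means inhibition of at least 40% at 10 µM in the primary screen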;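 further: plate controls were DMSO with enzyme for no effect and no enzyme wells for full effect; values of inactives mirror those of a sister screen read the other way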
hIAP inh = human IAP inhibitors, primary screen, biochemical, luminescence, uHTS; Intestinal-type alkaline phosphatase (Homo sapiens), P09923; purified IAP, CDP-Star luminescence, 30 min; inhibition, % at 10 µM; actives 0.12% (n = 330,000);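 active means inhibition reaching a set limit with compound at 10 µM in the primary screen, cut at about 35% in these data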;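 further: plate controls were DMSO wells with enzyme for no effect and no-enzyme buffer wells for full effect; values of inactives mirror those of a sister screen read the other way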
Target sequence (P09923 whole entry, looked up): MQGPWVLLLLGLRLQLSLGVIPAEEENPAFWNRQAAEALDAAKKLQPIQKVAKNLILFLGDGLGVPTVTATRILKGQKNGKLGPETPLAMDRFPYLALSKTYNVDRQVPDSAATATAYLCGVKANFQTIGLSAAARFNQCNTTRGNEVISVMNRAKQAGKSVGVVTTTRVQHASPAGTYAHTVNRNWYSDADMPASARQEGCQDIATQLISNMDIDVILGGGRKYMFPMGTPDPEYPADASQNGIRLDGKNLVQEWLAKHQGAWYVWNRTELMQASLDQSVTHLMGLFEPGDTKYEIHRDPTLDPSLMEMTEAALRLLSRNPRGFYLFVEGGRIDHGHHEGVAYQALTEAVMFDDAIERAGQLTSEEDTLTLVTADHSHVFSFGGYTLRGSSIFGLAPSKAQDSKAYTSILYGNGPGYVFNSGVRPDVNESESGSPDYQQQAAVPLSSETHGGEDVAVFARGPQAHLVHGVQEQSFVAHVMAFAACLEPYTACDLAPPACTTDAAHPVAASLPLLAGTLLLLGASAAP
A3A deaminase = APOBEC3A ssDNA deaminase inhibitors, primary screen, selectivity assay for APOBEC3G inhibitor project, biochemical, FAM/TAMRA oligo cleavage fluorescence; DNA dC->dU-editing enzyme APOBEC-3A (Homo sapiens), P31941; inhibition, % at 20 µM; recombinant A3A, FAM/TAMRA ssDNA deamination fluorescence; actives 0.41% (n = 330,000); AID 493011, 2011;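 active means at least 40% inhibition at 20 µM here, with at most 30% in a related deaminase screen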;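 further: plate controls were A3A with DMSO for no effect and wells lacking A3A enzyme for full effect; some results filed as inactive read as strong as hits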
Target sequence (P31941 whole entry, looked up): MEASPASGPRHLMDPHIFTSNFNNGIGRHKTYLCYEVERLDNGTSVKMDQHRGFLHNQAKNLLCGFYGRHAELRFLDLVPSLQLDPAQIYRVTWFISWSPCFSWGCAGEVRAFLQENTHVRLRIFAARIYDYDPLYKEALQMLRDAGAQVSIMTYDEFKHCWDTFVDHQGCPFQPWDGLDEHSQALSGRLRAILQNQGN
MIN6 prolif = inducers of MIN6 beta-cell proliferation, primary screen, ATP luminescence, uHTS; MIN6 cells proliferation, ATPlite luminescence, 48 h; cells starved in 0.2% serum; 100% = growth in 10% serum; proliferation, % at 10 µM; actives 0.29% (n = 330,000); AID 2380, 2010;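 active means compounds whose signal lies at least 3.5 SD above the mean of all wells on their plate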;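 further: 0% = DMSO-treated cells in low-serum medium and 100% = 10% serum control; some compounds called inactive have numbers as strong as hits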
mIAP activ = activators of mouse IAP, primary screen, biochemical, luminescence, uHTS; intestinal alkaline phosphatase [Mus musculus]; muIAP, CDP-Star luminescence, 30 min; active compounds read high; 1 = vehicle-only enzyme signal, 0 = enzyme-free wells; activation factor at 10 µM; actives 0.24% (n = 330,000); AID 2805, 2010;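 active means activation factor of at least 2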; further: the source names both 10 and 20 µM as test concentration; values of inactives mirror those of a sister screen read the other way
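Assay system: mouse IAP enzyme; Reagent: CDP-Star chemiluminescent phosphatase substrate; Compound: DMSO-dissolved test compounds; Incubation: 30 min, room temperature; Technique: luminescence from enzymatic CDP-Star hydrolysis; Controls: DMSO-only wells and no-enzyme negative control.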
GRIN3A LBD mod = binders of NR3A ligand-binding domain, primary screen, biophysical, differential scanning fluorimetry, uHTS | NR3A LBD differential scanning fluorimetry, Tm shift; 0% = protein alone, 100% = glycine-bound protein | Tm shift relative to glycine control, % at 25 µM | actives 2.5% (n = 340,000) | AID 1259313, 2017;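 active means melting temperature shift of at least 10% of the positive control shift, at one fixed dose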
hIAP act = human IAP activators, primary screen, biochemical, luminescence, uHTS | Intestinal-type alkaline phosphatase (Homo sapiens), P09923 | purified human IAP, CDP-Star luminescence, 30 min; active compounds read high; 1 = vehicle-only enzyme, 0 = enzyme-free background | activation factor at 10 µM | actives 0.16% (n = 330,000) | AID 2524, 2010;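 active means activation factor of the enzyme at least 2-fold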; further: the source names both 10 and 20 µM as test concentration; values of inactives mirror those of a sister screen read the other way
A3G deaminase = APOBEC3G DNA deaminase inhibitors, primary screen, biochemical, fluorescence, single-stranded DNA substrate, uHTS; DNA dC->dU-editing enzyme APOBEC-3G (Homo sapiens), Q9HC16; recombinant A3G, ssDNA deamination FAM/TAMRA fluorescence; inhibition, % at 20 µM; actives 0.28% (n = 330,000);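 active means inhibition of at least 40% at 20 µM, with no more than 30% in the related APOBEC3A deaminase screen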;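 further: plate controls were DMSO wells with A3G for no effect and wells lacking A3G enzyme for full effect; some compounds called inactive have numbers as strong as hits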
Target sequence (Q9HC16 whole entry, looked up): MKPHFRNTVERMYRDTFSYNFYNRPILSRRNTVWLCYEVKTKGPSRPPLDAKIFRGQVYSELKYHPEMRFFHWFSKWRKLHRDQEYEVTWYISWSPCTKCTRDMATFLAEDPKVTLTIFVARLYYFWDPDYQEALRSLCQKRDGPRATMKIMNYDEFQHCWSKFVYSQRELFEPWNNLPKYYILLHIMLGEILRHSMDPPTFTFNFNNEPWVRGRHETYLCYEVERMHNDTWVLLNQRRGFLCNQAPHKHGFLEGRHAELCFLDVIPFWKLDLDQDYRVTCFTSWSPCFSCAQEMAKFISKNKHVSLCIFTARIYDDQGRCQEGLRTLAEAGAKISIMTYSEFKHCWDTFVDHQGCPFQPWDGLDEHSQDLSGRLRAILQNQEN
MPTP inh = mitochondrial permeability transition pore inhibitors, primary screen, biochemical, isolated mouse mitochondria, absorbance; Ca2+ swelling absorbance, 30 min; inhibition, % at 10 µM; actives 1.4% (n = 360,000); AID 602449, 2012;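 active means inhibition of 50% or more, scaled per plate between neutral and stimulator controls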;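 further: 0% = DMSO wells given calcium and 100% = 1 mM EGTA wells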
* = called active by the depositor; nt = no result given.

SMILES	mIAP inh	hIAP inh	A3A deaminase	MIN6 prolif	mIAP activ	GRIN3A LBD mod	hIAP act	A3G deaminase	MPTP inh
CN1CCN(Cc2nc(-c3cccs3)no2)CC1c1ccccc1 (centres undefined)	-6	21	2	-1	1.1	-27	0.79	-2	1.0
C/C(=N\NC(=O)c1ccc(C)cc1C)c1ccc(-n2ccnc2)cc1	7	5	-3	0	0.93	2	0.95	-9	6.9
COc1ccc(CCNCC(=O)Nc2ccc(OC(F)F)cc2)cc1	4	6	-6	0	0.96	-1	0.94	-10	0.6
Cc1ccc(NC(=O)CCNC(=O)c2ccccc2Cl)nc1	4	19	-6	2	0.96	-5	0.81	-5	-1.1
CCC(=O)c1ccc(O)cc1	-8	-9	-3	-2	1.1	-1	1.1	-6	-1.9
CCOC(=O)CSc1nc2c(sc(=S)n2-c2ccccc2)c(=O)n1-c1ccc(OC)cc1OC	9	9	4	-5	0.91	1	0.91	41*	-2.1
Cc1ccc(C)c(N2CC(C(=O)O)CC2=O)c1 (centres undefined)	9	12	-4	-1	0.91	3	0.88	-8	0.0
CSc1ccc(Cn2nnc(C(=O)NCc3ccccc3)c2N)cc1	-6	0	-2	-3	1.1	2	1	-4	0.2
Cc1c(Cl)cccc1NC(=O)CNC(=O)Cc1n[nH]c(=O)c2ccccc12	-13	-10	7	-3	1.1	0	1.1	-8	0.3
COc1cccc(N2CCN(CC(=O)Nc3ccc(S(=O)(=O)N4CCCCCC4)cc3)CC2)c1	1	24	-3	-2	0.99	-5	0.76	-4	0.1
CCC(C)c1c(O)nc(SCC(=O)c2ccccc2)[nH]c1=O (centres undefined)	18	10	-2	-1	0.82	0	0.9	-1	-1.9
Cc1ccc(SCC(=O)N2CC(C)OC(C)C2)cc1 (centres undefined)	-1	-15	-5	-3	1	2	1.2	-5	-1.2
Cc1ccc(C)c(OCCn2cc(/C=C(\C#N)C(=O)NCc3ccco3)c3ccccc32)c1	16	12	-3	-5	0.84	-22	0.88	-7	1.5
C/C(Cn1nnc2ccccc21)=N\NC(=O)c1cccc(Br)c1	-3	17	1	0	1	-1	0.83	-3	-1.0
O=C(N/N=C/C=C/c1ccco1)c1ccncc1	25	-10	16	3	0.75	-1	1.1	11	1.4

Compound profiles (already shown):
Record of CCC(C)c1c(O)nc(SCC(=O)c2ccccc2)[nH]c1=O (centres undefined) → mIAP inh: 18; hIAP inh: 10; A3A deaminase: -2; MIN6 prolif: -1; mIAP activ: 0.82; GRIN3A LBD mod: 0; hIAP act: 0.9; A3G deaminase: -1; MPTP inh: -1.9
Record of COc1cccc(N2CCN(CC(=O)Nc3ccc(S(=O)(=O)N4CCCCCC4)cc3)CC2)c1 → mIAP inh: 1; hIAP inh: 24; A3A deaminase: -3; MIN6 prolif: -2; mIAP activ: 0.99; GRIN3A LBD mod: -5; hIAP act: 0.76; A3G deaminase: -4; MPTP inh: 0.1

The listing continues:
SMILES	mIAP inh	hIAP inh	A3A deaminase	MIN6 prolif	mIAP activ	GRIN3A LBD mod	hIAP act	A3G deaminase	MPTP inh
CCN(CC(=O)N1CCOCC1)S(=O)(=O)c1ccc(C)cc1	3	-6	0	-1	0.97	-1	1.1	2	-3.9
Cc1ccc(C)c(C(=O)CSc2nc3ccccc3c(=O)[nH]2)c1	10	6	-2	-4	0.9	-3	0.94	-7	3.1
COc1ccc(-c2cc(-c3c(O)c(OC)c4occc4c3OC)[nH]n2)cc1OC	-1	-7	-6	-3	1	-6	1.1	-8	3.1
COc1ccc(/C=N/OC(=O)Nc2ccccc2OC)cc1	-2	-3	97*	-5	1	-13	1	-3	-1.8
COc1ccc(CN2CCNC(=O)C2CC(=O)NCCSc2nccn2C)cc1OC (centres undefined)	5	10	-2	1	0.95	0	0.9	-4	2.0
COc1ccc(S(=O)(=O)N2CCCCCC2)cc1N	6	-22	1	-2	0.94	-1	1.2	9	-1.0
COc1ccccc1NC(=O)COC(=O)CCC1CCCC1	4	18	1	-3	0.96	4	0.82	10	-0.1
Cc1ccc(N(CC(=O)N/N=C/c2cccs2)S(C)(=O)=O)cc1Cl	7	24	-4	0	0.93	-36	0.76	-5	0.4
CCCCN(C)C(=O)c1nc2ccccn2c1CN1CCN(c2ncccn2)CC1	-8	-2	0	-1	1.1	-1	1	-4	-0.4
O=C(CSc1nnc(CNc2ccc(F)cc2)n1CC1CCCO1)N1CCOCC1 (centres undefined)	-3	16	0	1	1	-1	0.84	-15	-0.3
CCc1nc2ccc(C(=O)NCCc3ccccc3OC)cc2nc1CC	2	17	-1	-3	0.98	-6	0.83	2	-1.1
Cn1c2c(c(=O)c3ccccc31)CCCC2	4	26	-6	0	0.95	0	0.73	-5	-0.4
CON(c1nc(Cl)nc(N(C)C)n1)S(=O)(=O)c1ccccc1Cl	-1	3	1	0	1	0	0.97	-3	-1.7
CCCCCOC(=O)Cn1c(=O)oc2ccc(C)cc21	2	7	3	0	0.98	8	0.93	-6	-0.5
COc1cccc(NC(=O)Cc2nnc(SCCOc3ccccc3)n2C)c1	-8	-34	-3	-1	1.1	2	1.3	-2	-0.4
Cc1ccc(C(=O)Cn2c(C(=O)O)cc3ccccc32)cc1	0	-10	-1	-4	1	-1	1.1	-1	0.2
COC(=O)C1=NN(c2ccccc2)C2(S1)SC(C(C)=O)=C(C)N2c1ccccc1 (centres undefined)	3	12	-3	2	0.97	-3	0.88	-2	-0.2
NC(N)=NS(=O)(=O)c1ccc(NC(=S)NC(=O)c2ccc3c(c2)OCO3)cc1	2	10	-4	2	0.98	-1	0.9	-7	-0.2
Cc1ccc(CSc2nnc(-c3cccs3)n2C)cc1	5	-43	-1	-3	0.95	2	1.4	-4	-0.5
Cc1ccc(C)c(SCC(=O)NC2CCS(=O)(=O)C2)c1 (centres undefined)	6	-3	-4	0	0.94	1	1	-8	2.5
CSc1nc(C)c(CCOC(=O)c2cccc(Cl)c2)c(=O)[nH]1	3	0	0	-2	0.97	-3	1	-6	-0.8
CC(=O)Nc1ccc(NC(=O)c2ccccc2S(=O)(=O)c2ccc([N+](=O)[O-])cc2)cc1	-4	4	1	0	1	7	0.96	-7	0.7
CC1(C)SCC2C(=O)N3C(CSC3(C)C)C(=O)N21 (centres undefined)	-6	-1	-2	-3	1.1	-17	1	-2	0.3
c1ccc(-n2nnnc2OCCOc2nnnn2-c2ccccc2)cc1	4	1	-4	1	0.96	-2	0.99	-6	-0.7
CC(C)c1ccc(NC(=O)C2CCN(S(=O)(=O)c3ccc4c(c3)NC(=O)CO4)CC2)cc1	-76	12	2	-4	1.8	-2	0.88	3	0.6
COc1cc(C(=O)NCc2nnc(SCC(=O)c3ccc(Cl)cc3)o2)cc(OC)c1OC	4	3	-7	1	0.96	5	0.97	-6	-2.1
NC1=NC(=O)C2(COC(c3ccccc3Cl)OC2)S1 (centres undefined)	-16	-10	-3	-2	1.2	0	1.1	-1	-1.4
N=c1oc2cc(O)ccc2cc1C(=O)Nc1ccccn1	8	-11	1	-1	0.92	nt	1.1	-7	nt
c1ccc(NC2=NCCN2CC2CCCCCC2)cc1	-4	9	-4	4	1	-1	0.91	-9	0.2
COc1ccc(C(=O)Nc2cc3c4c(c2)CC(=O)N4CCC3)cc1	5	18	11	-2	0.95	0	0.82	5	0.2
CCn1c(CC(=O)Nc2ccccc2)nnc1SCC(=O)N1CCOCC1	-15	-15	4	3	1.2	2	1.2	0	-0.3
COc1ccc(N2CCN(S(=O)(=O)CCNC(=O)c3ccco3)CC2)cc1	5	-12	-4	1	0.95	0	1.1	-10	0.5
CC(=O)c1cccc(NC(=O)c2ccc(N(C)S(C)(=O)=O)cc2)c1	0	10	0	-1	1	1	0.9	-3	-0.2
C=CCOn1c(=O)c(-c2ccc(Br)cc2)[n+]([O-])c2ccccc21	-3	16	-2	8.9*	1	1	0.84	-8	0.5
O=c1c2ccccc2nc(-c2cccs2)n1-c1cccc2ccccc12	10	-6	2	-2	0.9	9	1.1	3	1.0
Cc1nnc2ccc(-c3cccc(NC(=O)Cc4cccs4)c3)nn12	-2	2	10	2	1	-3	0.98	7	2.9
CCOc1ccccc1NC(=O)CN1C(=O)COc2ccccc21	3	11	-4	-1	0.97	-2	0.89	6	-1.0
COC(=O)CN1C(=O)CC(C)(C)S(=O)c2ccccc21 (centres undefined)	7	8	-4	7	0.93	0	0.92	-3	0.7
CCCn1cnnc1CNC(=O)C1CCC(=O)N(CCCc2ccccc2)C1 (centres undefined)	5	8	0	6	0.95	-2	0.92	-2	-1.6
Cc1[nH]n(-c2ccc([N+](=O)[O-])cc2)c(=O)c1C=NCCc1c(C)[nH]c2ccccc12	9	13	-2	-2	0.91	4	0.87	-3	4.6
Cn1nc(C(F)(F)F)c(-c2ccc(F)cc2)c1NC(=O)c1cccnc1	-2	-4	6	-2	1	0	1	3	1.9
Cc1ccccc1-n1c(SCc2cc(=O)n3ccccc3n2)nc2[nH]ncc2c1=O	12	-16	1	0	0.88	-2	1.2	-3	-0.7
COc1cccc(-c2ccc(=O)n(CC(=O)Nc3ccc(C(=O)N4CCCC4)cc3)n2)c1	8	1	0	-1	0.92	-1	0.99	-5	-0.8
COC(=O)c1ccc(/C=C(\C#N)c2nc3ccccc3s2)cc1	9	18	-5	-3	0.91	0	0.82	-8	2.6
CC(C)=CCc1cc(-c2oc3cc(O)cc(O)c3c(=O)c2O)ccc1O	18	-17	13	-4	0.82	21*	1.2	-5	4.2
CNC(=S)N/N=C/c1c(Cl)cccc1Cl	-2	0	-1	5	1	-2	1	-7	0.6
Fc1ccc(C2=NOC(c3nnc(-c4ccccc4)o3)C2)cc1 (centres undefined)	1	5	4	-1	0.99	1	0.95	9	-1.8
CC(=O)N1CCN(C(=O)c2cc3c(s2)CCC(C)C3)CC1 (centres undefined)	-6	-7	-2	1	1.1	0	1.1	-3	-0.6
CC1(C)C(=O)Nc2ccccc2N1C(=O)COC(=O)C1CCCCC1	7	-16	0	-2	0.93	1	1.2	-2	-3.8
COc1ccc(-c2ccnc(SCC(=O)Nc3ccccn3)n2)cc1	4	9	1	4	0.96	-7	0.91	11	-0.5
COC(=O)N/N=C/c1cc(N=Nc2ccccc2)ccc1O	34	2	2	-6	0.66	-2	0.98	-4	14
Cc1ccc2nc(NNC(=O)c3ccc4c(c3)OCCO4)sc2c1	3	-59	-4	-1	0.97	-1	1.6	-12	-0.9
Cc1cc(C(=O)NC2Cc3ccccc3C2)c(C)o1	-1	-2	4	0	1	-1	1	15	0.3
CCOC(=O)c1ccc(N2C(=O)C3CC=C(C)CC3C2=O)cc1 (centres undefined)	-1	11	-8	-1	1	1	0.89	-4	-0.6
CCOc1ccc(-c2nnc(SCc3nc4ccccc4[nH]3)n2N)cc1	-4	-24	-2	-2	1	-2	1.2	-6	3.4

Hits appear at their usual frequency. About 5% of those tested had a hit in this group.
